PAX8 inh HTS – PAX8 transcriptional activity inhibition | inhibition, % at 12.6 µM | 1.2% of 360,000 active | RMG-I TPO-luciferase reporter, SteadyGlo, 24 h;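 active means mean replicate inhibition at least 60% with every replicate also reaching 60%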;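 further: luciferase light reporting Pax8 driven TPO promoter activity; plate controls were median of neutral control wells for no effect and mitoxantrone controls for full effect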
EWS-Fli inh – inhibitors of EWS/Fli oncoprotein transcriptional activity | A673 NR0B1-luciferase reporter, viability-normalised | inhibition, % at 12.6 µM | 0.67% of 350,000 active | AID 651661;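 active means mean inhibition of at least 50% after viability correction, with every replicate also passing that limit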;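 further: firefly luciferase signal divided by Alamar Blue viability fluorescence both relative to DMSO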
PGC1a acetyl inh – modulators of PGC1a acetylation. 0.17% of 350,000 active. inhibition, % at 15.6 µM. U2OS PGC1a acetylation, AlphaScreen anti-acetyl-lysine; with virally co-expressed GCN5 acetyltransferase. AID 651687;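 active means every replicate shows inhibition of at least 40%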;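 further: 0% = neutral control wells and 100% = positive control wells; some results beyond the cut were filed as inactive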
ERAP1 HTS inh – blocks human ERAP1 aminopeptidase activity. Q9NZ08. recombinant ERAP1, Leu-AMC fluorescence, 60 min. inhibition, % at 10.7 µM. 0.15% of 340,000 active. AID 652197;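 active means mean replicate inhibition of at least 30%, or all replicates individually reaching that 30% level; inactive means mean below 30% and not every replicate reaching it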;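 further: 0% = neutral control wells and 100% = L-leucinethiol positive control wells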
Target sequence (Q9NZ08 whole entry, looked up): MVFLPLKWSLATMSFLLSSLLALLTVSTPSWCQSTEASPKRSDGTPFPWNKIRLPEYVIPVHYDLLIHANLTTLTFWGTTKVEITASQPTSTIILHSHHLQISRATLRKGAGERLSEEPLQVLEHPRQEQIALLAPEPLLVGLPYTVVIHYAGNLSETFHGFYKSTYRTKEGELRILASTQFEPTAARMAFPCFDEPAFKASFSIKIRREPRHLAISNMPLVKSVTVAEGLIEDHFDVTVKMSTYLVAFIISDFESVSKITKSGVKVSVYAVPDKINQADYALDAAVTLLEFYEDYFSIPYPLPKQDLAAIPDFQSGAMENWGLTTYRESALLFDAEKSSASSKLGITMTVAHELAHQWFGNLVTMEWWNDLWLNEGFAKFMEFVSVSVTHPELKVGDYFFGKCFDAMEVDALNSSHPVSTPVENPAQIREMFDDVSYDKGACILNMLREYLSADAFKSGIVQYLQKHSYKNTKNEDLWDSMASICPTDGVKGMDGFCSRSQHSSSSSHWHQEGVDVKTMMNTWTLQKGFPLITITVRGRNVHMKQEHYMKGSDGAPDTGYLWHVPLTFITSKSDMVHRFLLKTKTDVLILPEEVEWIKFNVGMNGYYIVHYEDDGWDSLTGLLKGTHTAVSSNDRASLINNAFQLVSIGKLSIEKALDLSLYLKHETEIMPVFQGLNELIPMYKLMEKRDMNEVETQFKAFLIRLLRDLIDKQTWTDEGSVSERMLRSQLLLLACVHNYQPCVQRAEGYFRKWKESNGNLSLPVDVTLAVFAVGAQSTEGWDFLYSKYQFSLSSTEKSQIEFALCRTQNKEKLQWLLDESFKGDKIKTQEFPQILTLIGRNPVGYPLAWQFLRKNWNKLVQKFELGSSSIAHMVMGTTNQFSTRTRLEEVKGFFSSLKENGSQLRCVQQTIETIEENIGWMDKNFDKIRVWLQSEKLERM
S100A4 inh HTS – S100A4-myosin IIA interaction inhibition; P26447; S100A4/TAMRA-MyoIIA peptide fluorescence polarization; inhibition, % at 10.7 µM; 0.14% of 360,000 active; AID 652163;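 active means mean inhibition of at least 70% across replicates, with every replicate also reaching that level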
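Material: S100A4 monomer protein / Buffer or medium: 50 mM HEPES pH 7.2, 10 mM CaCl2, 100 mM KCl / Times: 5 min incubation before reading / Benchmarks: neutral control DMSO, positive control TFP / Reagent: labelled myosin peptide probe, 5 nM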
FN deposit inh – fibronectin deposition inhibition; AH1F fibroblasts, Alexa488-fibronectin deposition fluorescence, overnight; inhibition, % at 12.6 µM; 0.086% of 350,000 active;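 active means mean inhibition across replicates of 30% or more, regardless of how many single replicates reach that level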;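 further: positive control wells lacked labelled fibronectin entirely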
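Assay system: AH1F fibroblasts assembling fluorescent fibronectin matrix; Amount: 10000 AH1F cells per well; Buffer or medium: DMEM, 2% serum; Probe or stimulus: Alexa488-fibronectin, 24 nM final in well; Doses: single compound dose, delivered by pin transfer; Incubation: 1 h adhesion, overnight exposure; Measured by: fluorescence 485/525 nm; Read-out: fibronectin deposition inhibition.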
LGR2 antag – blocks bursicon-induced cAMP signaling via Drosophila LGR2; HEK293 LGR2, CRE-luciferase, bursicon-stimulated, 4 h; 0.35% of 380,000 active; inhibition, % at 9.99 µM; AID 720647;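 active means drop in luminescence signal, shown as inhibition above about 50% in the replicate tests, limit read from the data, passing the limit was not always enough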;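 further: agonist challenge used bursicon conditioned medium at about half maximal strength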
PglD inh – PglD (C. jejuni) enzyme inhibition. AID 602405. purified PglD enzyme, DTNB colorimetric CoA detection. 0.098% of 360,000 active. inhibition, % at 12.5 µM; in the data active means inhibition above about 16%, passing the limit was not always enough; further: strong numbers were not always called active
Active calls of the source: *; / = no result given; & = joins results of further samples.

Results follow in this order: PAX8 inh HTS	EWS-Fli inh	PGC1a acetyl inh	ERAP1 HTS inh	S100A4 inh HTS	FN deposit inh	LGR2 antag	PglD inh
1) O=C(Nc1ccccc1)C1=C[C@@H](c2ccc(C(F)(F)F)cc2)C[C@@H](OCc2ccc(CO)cc2)O1
  1.8&13.3	1.1&-0.5	-63.2	1.6&-1.1	-2.3&-5.5	-7.1	15.3	-0.4&9.9
2) O=C([C@H]1[C@H](CO)[C@H]2Cn3c(ccc(-c4ccncc4)c3=O)[C@H]2N1CCC(F)(F)F)N1CCOCC1
  8.5	3.8	/	-0.4	0.7	/	-1.1	3.5
3) COc1ccc(-c2cn(Cc3ccc(C(=O)NCc4ccc(C)cc4)cc3)c(C(C)N)n2)cc1 (centres undefined)
  0.5	-40.7	-13.4	-2.1	-6.2	-1.8	-23.3	-3.4
4) CC(OC(=O)Cn1[nH]c(=O)c2ccccc2c1=O)C(=O)Nc1ccc(F)cc1Cl (centres undefined)
  34.3	-1.6	8.0	-3.3	-0.8	4.0	11.0	3.8
5) COC(=O)[C@H](Cc1ccccc1)NC(=O)C1(OC(C)=O)CC(OC(C)=O)C(OC(C)=O)C(OC(C)=O)C1 (some centres undefined)
  14.5	1.1	-5.5	1.4	-2.7	-1.1	0.8	-1.1
6) COc1ccc(CCNC(=O)Cn2cnc3c(nnn3Cc3ccccc3F)c2=O)cc1OC
  /	16.4	-10.4	-0.4	-5.7	/	-7.5	1.9
7) Cc1ccccc1S(=O)(=O)N1CCCCN2[C@H](CO)[C@@H](c3ccc(-c4cncnc4)cc3)[C@H]2C1
  18.9	/	5.1	0.3	-0.1	/	-0.4	-4.1
8) O=C(NC1CC1)C(=O)c1c[nH]c2ccccc12
  -11.2	/	3.1	-0.4	0.0	1.6	3.0	0.0
9) Cc1cc(C)cc(NC(=S)NCCN2CCOCC2)c1
  11.6	/	1.3	6.9	4.5	6.0	3.1	-1.4
10) CN(C)CC#Cc1ccc([C@@H]2[C@H]3CN(C(=O)Nc4cc(F)ccc4F)CCCCN3[C@H]2CO)cc1
  -12.7	4.2	-8.5	1.2	8.1	/	-2.8	-0.3
11) Cc1noc(C)c1S(=O)(=O)N(C)C[C@@H]1Oc2ccc(NC(=O)CCC(F)(F)F)cc2CC(=O)N([C@H](C)CO)C[C@@H]1C
  /	-10.6	2.0	0.4	-0.3	1.5	4.5	0.1
12) Cc1cc(NCc2ccccc2)c2ccccc2n1
  14.8	18.7	-8.3	-2.1	-4.4	-0.2	6.8	3.8
13) CCn1c(SCC(=O)N2CCCc3ccccc32)nc2c(c1=O)SC(C)C2 (centres undefined)
  16.6	11.8	-8.8	7.6	-2.2	1.5	-15.5	4.8
14) O=C(NCCCN1CCOCC1)c1ccc(N2CCOCC2)c([N+](=O)[O-])c1
  10.7	-1.6	2.9	-0.2	-2.5	-8.1	3.2	0.3
15) CCN(C[C@H]1N[C@@](C)(C(=O)OC)[C@H]2C(=O)N(Cc3ccccc3)C(=O)[C@@H]12)S(=O)(=O)c1ccc(F)cc1
  -3.3	2.5	/	-6.3	10.6	/	13.7	-2.3

Entries of single compounds as entered above. Order of values: PAX8 inh HTS	EWS-Fli inh	PGC1a acetyl inh	ERAP1 HTS inh	S100A4 inh HTS	FN deposit inh	LGR2 antag	PglD inh
O=C(Nc1ccccc1)C1=C[C@@H](c2ccc(C(F)(F)F)cc2)C[C@@H](OCc2ccc(CO)cc2)O1 as listed: 1.8&13.3	1.1&-0.5	-63.2	1.6&-1.1	-2.3&-5.5	-7.1	15.3	-0.4&9.9
Cc1noc(C)c1S(=O)(=O)N(C)C[C@@H]1Oc2ccc(NC(=O)CCC(F)(F)F)cc2CC(=O)N([C@H](C)CO)C[C@@H]1C as listed: /	-10.6	2.0	0.4	-0.3	1.5	4.5	0.1

(continued)
Keys: A = PAX8 inh HTS; B = EWS-Fli inh; C = PGC1a acetyl inh; D = ERAP1 HTS inh; E = S100A4 inh HTS; F = FN deposit inh; G = LGR2 antag; H = PglD inh
[16] CCc1c(C)nc(N2CCN(c3ccc(F)cc3)CC2)[nH]c1=O
  A: 13.7 | B: 2.0 | C: -0.5 | D: -0.5 | E: 3.4 | F: 7.2 | G: 4.3 | H: -5.0

[17] CO[C@@H]1CN(C)C(=O)c2ccc(NC(=O)C3CCCC3)cc2OC[C@@H](C)N(C)C[C@H]1C
  A: -15.4 | B: -2.0 | C: / | D: -3.7 | E: -7.3 | F: -2.3 | G: 5.1 | H: -2.4

[18] Cc1ccc2cc(C3CC(c4ccco4)=NN3S(C)(=O)=O)c(Cl)nc2c1 (centres undefined)
  A: 29.8 | B: -5.0 | C: 1.3 | D: -3.0 | E: -0.4 | F: 4.9 | G: 5.0 | H: /

[19] COC(=O)COc1ccc(/C=N/NS(=O)(=O)c2ccccc2)cc1
  A: 15.7 | B: 9.7 | C: 10.1 | D: -0.4 | E: -1.2 | F: 3.1 | G: -4.8 | H: 2.8

Some of these compounds in order of heavy-atom count, ascending.
Keys: A = PAX8 inh HTS; B = EWS-Fli inh; C = PGC1a acetyl inh; D = ERAP1 HTS inh; E = S100A4 inh HTS; F = FN deposit inh; G = LGR2 antag; H = PglD inh
[12] Cc1cc(NCc2ccccc2)c2ccccc2n1
  A: 14.8 | B: 18.7 | C: -8.3 | D: -2.1 | E: -4.4 | F: -0.2 | G: 6.8 | H: 3.8

[9] Cc1cc(C)cc(NC(=S)NCCN2CCOCC2)c1
  A: 11.6 | B: / | C: 1.3 | D: 6.9 | E: 4.5 | F: 6.0 | G: 3.1 | H: -1.4

[18] Cc1ccc2cc(C3CC(c4ccco4)=NN3S(C)(=O)=O)c(Cl)nc2c1 (centres undefined)
  A: 29.8 | B: -5.0 | C: 1.3 | D: -3.0 | E: -0.4 | F: 4.9 | G: 5.0 | H: /

[13] CCn1c(SCC(=O)N2CCCc3ccccc32)nc2c(c1=O)SC(C)C2 (centres undefined)
  A: 16.6 | B: 11.8 | C: -8.8 | D: 7.6 | E: -2.2 | F: 1.5 | G: -15.5 | H: 4.8

[4] CC(OC(=O)Cn1[nH]c(=O)c2ccccc2c1=O)C(=O)Nc1ccc(F)cc1Cl (centres undefined)
  A: 34.3 | B: -1.6 | C: 8.0 | D: -3.3 | E: -0.8 | F: 4.0 | G: 11.0 | H: 3.8

[10] CN(C)CC#Cc1ccc([C@@H]2[C@H]3CN(C(=O)Nc4cc(F)ccc4F)CCCCN3[C@H]2CO)cc1
  A: -12.7 | B: 4.2 | C: -8.5 | D: 1.2 | E: 8.1 | F: / | G: -2.8 | H: -0.3

[15] CCN(C[C@H]1N[C@@](C)(C(=O)OC)[C@H]2C(=O)N(Cc3ccccc3)C(=O)[C@@H]12)S(=O)(=O)c1ccc(F)cc1
  A: -3.3 | B: 2.5 | C: / | D: -6.3 | E: 10.6 | F: / | G: 13.7 | H: -2.3

Screening results: PubChem, Broad Institute

An unsorted share of the library. About 2.1% of those tested had a hit in this group.
